# High-throughput results as filed in PubChem BioAssay.
# HKDC1 inh = blocks human hexokinase HKDC1 activity; Q2TB90; recombinant HKDC1, G6PDH/diaphorase resazurin coupled fluorescence; inhibition, % at 20 µM; 340,000 tested, 0.16% active; AID 493160;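 active = inhibition above about 35% when tested at 20 µM, limit read from the data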;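 also: plate controls were DMSO wells with enzyme for no effect and DMSO wells lacking enzyme for full effect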
#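 Test system: recombinant HKDC1 (HK5) hexokinase enzyme, produced in-house; Amount: enzyme 5 µg/mL final; Buffer or medium: Tris pH 8.0 buffer with MgCl2, Tween-20, BSA, BME; Reagent: glucose and ATP substrates; Doses: 20 µM test compound, 1% DMSO; Incubation: 90 min reaction incubation at room temperature, dark; Detection: resorufin fluorescence at 613 nm.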
# hIAP inh = blocks human intestinal alkaline phosphatase; purified IAP, CDP-Star luminescence, 30 min; inhibition, % at 10 µM; 330,000 tested, 0.12% active;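 active = inhibition reaching a set limit with compound at 10 µM in the primary screen, cut at about 35% in these data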;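 also: plate controls were DMSO wells with enzyme for no effect and no-enzyme buffer wells for full effect; values of inactives mirror those of a sister screen read the other way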
# Target sequence (P09923 whole entry, looked up): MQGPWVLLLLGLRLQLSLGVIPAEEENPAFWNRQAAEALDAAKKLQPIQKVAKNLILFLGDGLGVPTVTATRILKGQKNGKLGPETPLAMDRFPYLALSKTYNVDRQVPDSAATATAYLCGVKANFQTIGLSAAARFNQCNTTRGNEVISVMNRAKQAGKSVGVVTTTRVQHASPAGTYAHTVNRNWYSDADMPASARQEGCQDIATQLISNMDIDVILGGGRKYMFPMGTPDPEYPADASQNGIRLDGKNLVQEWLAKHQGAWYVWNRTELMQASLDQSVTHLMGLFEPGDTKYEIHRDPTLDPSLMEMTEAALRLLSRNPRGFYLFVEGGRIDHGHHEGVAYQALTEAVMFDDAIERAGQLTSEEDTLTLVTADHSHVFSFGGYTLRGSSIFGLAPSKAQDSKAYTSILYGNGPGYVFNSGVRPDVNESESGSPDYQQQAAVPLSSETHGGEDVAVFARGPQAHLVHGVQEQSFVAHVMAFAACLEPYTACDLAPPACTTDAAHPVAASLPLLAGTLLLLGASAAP
# PfG6PD inh = PfG6PD (Plasmodium falciparum) enzyme inhibition; 350,000 tested, 0.78% active; AID 504690; PfGluPho enzyme, NADPH resazurin-diaphorase fluorescence; inhibition, % at 20 µM;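 active = inhibition reaching at least a set limit at 20 µM in the primary screen, cut at about 59% in these data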;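 also: 0% = DMSO wells with substrate and 100% = DMSO wells lacking glucose-6-phosphate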
# A3A deaminase = human APOBEC3A DNA deaminase inhibition | 330,000 tested, 0.41% active | inhibition, % at 20 µM | P31941 | recombinant A3A, FAM/TAMRA ssDNA deamination fluorescence;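 active = at least 40% inhibition at 20 µM here, with at most 30% in a related deaminase screen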;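 also: plate controls were A3A with DMSO for no effect and wells lacking A3A enzyme for full effect; some results filed as inactive read as strong as hits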
# mIAP act = mouse IAP activation; muIAP, CDP-Star luminescence, 30 min; active compounds read high; 1 = vehicle-only enzyme signal, 0 = enzyme-free wells; activation factor at 10 µM; 330,000 tested, 0.24% active;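 active = activation factor of at least 2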; also: the source names both 10 and 20 µM as test concentration; values of inactives mirror those of a sister screen read the other way
#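 Assay system: mouse IAP enzyme / Compound: DMSO-dissolved test compounds / Timing: 30 min, room temperature / Measured by: luminescence from enzymatic CDP-Star hydrolysis / Control set: DMSO-only wells, enzyme-free buffer wells as negative control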
# hIAP activ = human IAP activation; P09923; purified human IAP, CDP-Star luminescence, 30 min; active compounds read high; 1 = vehicle-only enzyme, 0 = enzyme-free background; activation factor at 10 µM; 330,000 tested, 0.16% active;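 active = activation factor of the enzyme at least 2-fold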; also: the source names both 10 and 20 µM as test concentration; values of inactives mirror those of a sister screen read the other way
# ATG4B inh = inhibitors of human ATG4B cysteine protease; Q9Y4P1; ATG4B cleavage of LC3-PLA2, NBD-HPC fluorescence, 1 h; inhibition, % at 8.33 µM; 340,000 tested, 0.51% active; AID 504462; in the data active = inhibition above about 40%
# Target sequence (Q9Y4P1 whole entry, looked up): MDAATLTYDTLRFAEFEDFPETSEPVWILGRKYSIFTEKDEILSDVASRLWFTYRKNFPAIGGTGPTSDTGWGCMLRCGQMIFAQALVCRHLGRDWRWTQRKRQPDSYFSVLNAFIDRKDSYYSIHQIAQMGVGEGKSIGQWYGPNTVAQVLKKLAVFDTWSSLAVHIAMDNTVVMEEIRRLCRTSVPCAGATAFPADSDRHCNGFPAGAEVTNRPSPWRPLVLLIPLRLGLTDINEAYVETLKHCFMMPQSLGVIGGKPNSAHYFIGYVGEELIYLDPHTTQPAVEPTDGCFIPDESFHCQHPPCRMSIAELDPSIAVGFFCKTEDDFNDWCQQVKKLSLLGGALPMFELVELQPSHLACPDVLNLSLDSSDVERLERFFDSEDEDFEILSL
# mIAP inh = blocks mouse intestinal alkaline phosphatase. inhibition, % at 10 µM. purified mouse IAP, CDP-Star luminescence, 30 min. AID 2806. 330,000 tested, 0.2% active;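 active = inhibition of at least 40% at 10 µM in the primary screen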;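 also: plate controls were DMSO with enzyme for no effect and no enzyme wells for full effect; values of inactives mirror those of a sister screen read the other way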
# * marks the source's active call; other numbers are inactive results; . = no result given. This is a random part of the collection, and some 2.4% of all compounds hit somewhere here.
nr	Compound	A3A deaminase	ATG4B inh	HKDC1 inh	mIAP act	hIAP activ	mIAP inh	hIAP inh	PfG6PD inh
1	COCCOc1cc(NC(=O)c2ccccc2)c(Cl)cc1Cl	2	-2	-2	1.1	0.99	-6	1	-20
2	O=C(/C=C/c1c(F)cccc1Cl)Nc1ncccn1	-1	1	-9	0.94	0.95	6	5	21
3	CC(C)Nc1nc(NC(C)C)nc(OCCOC(=O)c2ccccc2)n1	1	10	-2	0.99	1.1	0	-12	2
4	CCc1ccc(NC(=O)[C@H](NC(=O)[C@@H]2Cc3ccccc3CN2)c2ccccc2)cc1	-1	3	4	1.2	1.2	-15	-19	-6
5	CCOc1ccccc1OCCCC(=O)Nc1cc(S(=O)(=O)N2CCOCC2)ccc1OC	-1	-12	-1	1	1.1	-4	-7	5
6	O=C(OCC#CCSc1nnc(-c2ccncc2)o1)c1cccs1	5	2	-8	0.96	1	4	-3	0
7	O=C(NCc1ccco1)c1nn(-c2ccccc2)c(=O)c2ccccc12	3	1	4	1	1	0	0	-3
8	COC(=O)C1CCN(C(=O)c2ccc(Cl)c(S(=O)(=O)NCc3cccnc3)c2)CC1	-3	-7	-9	1	1.1	-3	-14	-1
9	Cc1cc(C)n(-c2nnc(C)n2NS(=O)(=O)c2ccc(F)cc2)n1	0	1	-2	1.1	1.1	-14	-7	-8
10	Cc1ccc(-n2ncc3c(=O)[nH]cnc32)c(C)c1	-2	-1	8	0.95	0.92	5	8	-3
11	CCC1CCCCN1C(=O)CSc1nnc(-c2ccco2)o1 (stereo not given)	-2	-10	-6	0.9	1	10	0	-5
12	Clc1cccc(Cl)c1-c1noc(-c2ccno2)n1	-1	7	-3	0.98	0.99	2	1	-10
13	COc1ccc(N(C)S(=O)(=O)c2cccc(C(=O)Nc3ccc(-n4cnnn4)cc3)c2)cc1	0	-23	1	0.92	0.82	8	18	-3
14	Cc1ccc(NS(=O)(=O)c2ccc(N3CCN(c4ccc(O)cc4)CC3)c([N+](=O)[O-])c2)c(C)c1	-4	-7	10	0.82	1.1	18	-8	42
15	COc1cccc(OC)c1C(=O)NCC12CC3CC(C1)CC(CNC(=O)c1c(OC)cccc1OC)(C3)C2	-5	3	-6	1	1	-3	-4	25
16	CCOC(=O)C1=c2/c(=C/c3ccccc3OC)c(N)c(C#N)n2C(=O)C(c2ccccc2OC)S1 (stereo not given)	0	.	.	0.9	0.95	10	5	.
17	COc1ccc(CNC(=O)CN(C)S(=O)(=O)c2ccccc2)cc1	-1	6	-10	1.1	1	-6	-2	-5
18	N#CC1CN(C(c2ccccc2)c2ccccc2)C1	0	-6	-9	1.1	1.3	-7	-29	1
19	CCCn1cccc(C(=O)Nc2ccc(OC)cc2)c1=O	-7	-1	6	1.1	1	-7	-3	-1
20	Cc1cccc(Nc2nc(N)c([N+](=O)[O-])c(NCc3ccccc3)n2)c1	0	10	5	0.95	0.72	5	28	32
21	COc1ccc(CC(NC(C)=O)C(=O)NC2CCN(S(=O)(=O)c3cccc4ccccc34)CC2)cc1OC (stereo not given)	4	-26	-7	1	1	-5	-4	8
22	CCOc1ccc(N(CC(=O)N2CCN(C(=O)CN(c3ccc(OCC)cc3)S(C)(=O)=O)CC2)S(C)(=O)=O)cc1	-9	-1	4	0.93	0.94	7	6	-8
23	CC(C)(C)C1(O)CC(C(F)(F)F)=NN1C(=O)CCCc1ccccc1 (stereo not given)	0	11	2	0.96	0.92	4	8	-4
24	CC(C)c1ccc(CNCc2ccccc2)cc1	0	-4	13	0.98	0.91	2	9	-2

# Profiles, quoted from the list. Order of values: A3A deaminase	ATG4B inh	HKDC1 inh	mIAP act	hIAP activ	mIAP inh	hIAP inh	PfG6PD inh
# COc1ccc(CC(NC(C)=O)C(=O)NC2CCN(S(=O)(=O)c3cccc4ccccc34)CC2)cc1OC (stereo not given) is listed as 4	-26	-7	1	1	-5	-4	8
# CC(C)c1ccc(CNCc2ccccc2)cc1 is listed as 0	-4	13	0.98	0.91	2	9	-2
# Cc1cccc(Nc2nc(N)c([N+](=O)[O-])c(NCc3ccccc3)n2)c1 is listed as 0	10	5	0.95	0.72	5	28	32

# Going on with the list:
nr	Compound	A3A deaminase	ATG4B inh	HKDC1 inh	mIAP act	hIAP activ	mIAP inh	hIAP inh	PfG6PD inh
25	CCn1cc(C(=O)N2CCN(Cc3ccc4c(c3)OCO4)CC2)c(=O)c2ccc(C)nc21	0	2	-6	1	1	-5	-2	0
26	COc1ccc(/C(O)=C2/C(=O)C(=O)N(CCCN3CCOCC3)C2c2ccc(N(C)C)cc2)cc1 (stereo not given)	-10	-2	-4	0.97	0.81	3	19	-5
27	COc1ccc([C@H]2CC(=O)C=C(c3ccc(Oc4ccccc4)cc3)C2)cc1OC	1	4	4	0.9	1.1	10	-12	0
28	Cc1ccc(NC2=NC(c3ccccc3)n3c(nc(C)cc3=O)N2)c(C)c1 (stereo not given)	3	2	-13	0.95	0.95	5	5	-5
29	COc1ccc(C2C3=C(CC(C)(C)CC3=O)Nc3c2c(=O)[nH]c2nc(C)nn32)cc1 (stereo not given)	-4	2	-5	0.9	1.1	10	-11	-2
30	COc1ccccc1N1CCN(C(=O)CN(c2ccc(C)c(C)c2)S(C)(=O)=O)CC1	-7	-12	-5	0.99	0.84	1	16	9
31	COc1ccc(Cl)cc1-n1c(N)c(C(N)=O)sc1=S	-1	3	4	0.8	0.89	20	11	36
32	Cc1c(NS(=O)(=O)c2cccc3nsnc23)c(=O)n(-c2ccccc2)n1C	0	31	5	1	0.96	0	4	-21
33	CCC1CCCCN1CCCNC(=O)c1c(O)nc2cc(C)ccn2c1=O (stereo not given)	-5	4	-1	1	1.3	-3	-32	-5
34	CC(C)C(NC(=O)c1ccc(F)cc1)C(=O)N1CCOCC1 (stereo not given)	0	-2	-1	1.1	1	-7	-1	8
35	Cc1cc(C)c(NC(=O)CN(C)CC(=O)Nc2cccc(S(=O)(=O)N(C)c3ccccc3)c2)c(C)c1	0	-9	-4	1.3	1.1	-29	-12	14
36	COc1ccc(N2C(=O)CCC(C(=O)N(C)C3CCCCC3)C2c2ccc(OC)c(OC)c2)cc1 (stereo not given)	0	-14	-2	1	0.95	-1	5	-3
37	Cc1cc2ccccc2cc(C)c1=O	1	-10	8	1.1	1.1	-11	-13	-4
38	O/N=C/c1cccc[n+]1CCCCCC[n+]1ccccc1/C=N/O	1	-7	-6	1	0.98	0	2	7
39	CCn1c(=N)c(S(=O)(=O)c2ccccc2)cc2c(=O)n3ccccc3nc21	6	-3	-3	0.91	0.89	9	11	-28
40	COc1ccc(OC)c(N/C(C)=C/C(=O)c2ccc(C)o2)c1	0	-6	1	0.95	0.94	5	6	8
41	COc1ccc(CC(=O)NNC2=Nc3cccc4cccc2c34)cc1	2	7	-1	1.1	2.2*	-6	-119	-6
42	COc1ccc(-n2ncc3c(NCc4cccnc4)ncnc32)cc1	2	-4	-2	0.93	1.1	7	-5	-6
43	c1ccc2c(c1)Cc1cc(CN3CCOCC3)ccc1-2	-2	-15	-1	0.91	1	9	0	2
44	CCOC(=O)N1CCN(c2c(N3CCc4ccccc4C3)c(=O)c2=O)CC1	0	-7	-6	0.96	1	4	-2	0
45	Cc1cccc(OCC(=O)Nc2nonc2NC(=O)COc2cccc(C)c2)c1	-3	1	-3	1.1	1.7	-6	-68	48
46	Cc1cc(C)cc(OCc2nnc(SCC(=O)Nc3ccccc3)o2)c1	-1	-8	-4	0.87	0.86	13	14	10
47	Cc1ccccc1CNC(=O)Cn1cnc(S(=O)(=O)N2CCCC2)c1	2	2	-1	0.98	1	2	0	1
48	Cn1c(CC(=O)Nc2ccccc2)nnc1SCCOc1ccccc1	-1	0	-6	1	1.1	-3	-7	-6
49	CCCN(CCC)S(=O)(=O)c1ccc(C(=O)OCCN2C(=O)c3cccc4c(N5CCOCC5)ccc(c34)C2=O)cc1	-1	-19	-2	0.94	0.93	6	8	-1
50	CCCc1cc(=O)oc2cc(C)cc(OCC(=O)N3CCC(C(N)=O)CC3)c12	2	-11	-6	1	1.1	-3	-6	8
51	O=S(=O)(c1ccc(C(F)(F)F)cc1)N1CCN(CCc2ccccc2)CC1	0	-9	0	0.94	0.88	6	12	12
52	NC(=O)C(Cc1ccccc1)N1C(=O)c2ccccc2C1=O (stereo not given)	5	-3	-2	0.98	1.1	2	-6	5
53	O=C(Cc1ccc(F)cc1)NCCS(=O)(=O)N1CCN(c2cccc(Cl)c2)CC1	-1	-12	-2	0.96	1.1	4	-6	-8
54	Cc1ccc(C(=O)N2C(=S)C(c3ccc(F)cc3)=NC23CCN(C)CC3)cc1	-5	1	-8	0.9	0.96	10	4	33
55	CCOc1ccc(OCCCC(=O)NCCc2ccc(OC)cc2)cc1	0	1	-6	1	1.3	-2	-26	0
56	Cc1csc(NC(C)c2nc3cc(C(F)(F)F)ccc3n2CCCO)n1 (stereo not given)	-4	-10	-3	0.93	1	7	0	0
57	CNC(=S)Nc1ccc(C)cc1	-3	-1	-21	1.1	1	-5	-4	4
58	CN(Cc1ccccc1)C(=O)c1ccc2c(c1)OCCO2	1	-3	-6	0.96	0.97	4	3	-7
59	Cc1ccccc1C(=O)c1cccn1CC(=O)NCc1ccco1	0	-1	-3	0.97	0.99	3	1	15
60	C#CCSc1nc2[nH]ncc2c(=O)[nH]1	-1	8	3	0.91	1.1	9	-12	-2
61	O=C(NC1CCCc2c1cnn2-c1cc(F)cc(F)c1)c1cc[n+]([O-])cc1 (stereo not given)	-2	2	-1	0.92	1.1	8	-8	0
62	CN1C(=O)c2ccccc2C(C(=O)NCCCN2CCCC2)C1c1c[nH]c2ccccc12 (stereo not given)	-1	3	3	1.1	1.1	-5	-15	9
63	Cc1nc2sc(C(c3ccccc3)N3CCN(C(=O)c4ccco4)CC3)c(O)n2n1 (stereo not given)	3	-6	-6	0.96	1.1	4	-7	-16
64	COc1ccc(N(CC2CO2)S(=O)(=O)c2ccccc2)cc1 (stereo not given)	-4	9	-5	0.97	1	3	-5	-17
65	O=C(CSc1ncnc2ccccc12)N1CCCC1	-1	-6	-3	0.82	1.1	18	-8	-6
66	OCCNc1nc(N2CCN(c3ccccc3)CC2)nc2ccccc12	-3	8	4	0.96	1	4	-4	-18
67	CCCCc1nc2cc(C(=O)N3CCCCC3CCO)ccc2o1 (stereo not given)	2	0	-5	1.1	0.93	-7	7	-2
68	COc1ccc(C(=O)N/C(=C\c2ccccc2)C(=O)Nc2ccccc2C(=O)O)cc1	-1	5	4	0.9	1.3	10	-34	-11
69	C=CCNC(=O)c1cc2c(=O)n3ccccc3nc2s1	-2	2	-1	0.99	1.1	1	-7	-10
70	COc1ccc(-c2cnnn2-c2ccc(N)cc2)cc1OC	-1	-2	-6	0.96	0.86	4	14	-6
71	O=C(Cc1cccs1)N1CCN(S(=O)(=O)c2cc(Cl)ccc2Cl)CC1	-3	1	11	1	1	-3	-3	-9
72	CCOC(=O)C1CCCN(C(=O)CCNS(=O)(=O)c2cc(Br)cnc2N)C1 (stereo not given)	-3	-8	-4	1	1.2	-4	-18	8
73	O=C(CSc1nc(Nc2ccccc2)nc(N2CCOCC2)n1)N1CCCC1	-3	9	-3	0.93	1	7	-3	-3
74	S=C(NC1CCCC1)NC1CCCC1	0	3	-5	1	0.83	-4	17	12
75	COc1ccc(CN2CCNC(=O)C2CC(=O)NC2CCCCCC2)cc1C (stereo not given)	-3	4	-8	0.97	0.73	3	27	2
76	CC(=O)N1CCN(S(=O)(=O)c2cccc(C(=O)Nc3ccc(F)c(F)c3)c2)CC1	-4	-10	-6	0.99	0.97	1	3	11
